From PubChem BioAssay
HTT cytoprotect: Huntington cell model cytoprotection by ATP luminescence | Potency, µM (highest dose often 56.4 µM), for inactives: cytoprotection (ATP increase), most hits filed as activators | 230,000 tested, 0.14% active | PC12 HTT-Q103 induced, cytoprotection, ATP luminescence, 40 h | AID 1471;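 further: potency means the concentration at half of the fitted maximal effect; % of control where 0% means no effect; nearly all actives have a fitted effect of over 45% in size; toxic huntingtin expression switched on by the ecdysone agonist tebufenozide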
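Rat PC12, Q103 Htt exon1-GFP fusion, ecdysone promoter; tebufenozide inducer 100 nM final; compound titration; qHTS, 1500 cells/well; ATPlite luminescent read.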
CBFb-RUNX1 inh: inhibitors of human CBF-beta and RUNX1 interaction. AlphaScreen CBFb-His/RUNX1-biotin binding, biochemical. Potency, µM (top dose mostly 59.8 µM), for the others: at the highest dose activity, negative = inhibition, hits mostly inhibitors. 230,000 tested, under 10 active. AID 1477; further: % of control where 0% means no effect
Target sequence (Q01196 whole entry, looked up): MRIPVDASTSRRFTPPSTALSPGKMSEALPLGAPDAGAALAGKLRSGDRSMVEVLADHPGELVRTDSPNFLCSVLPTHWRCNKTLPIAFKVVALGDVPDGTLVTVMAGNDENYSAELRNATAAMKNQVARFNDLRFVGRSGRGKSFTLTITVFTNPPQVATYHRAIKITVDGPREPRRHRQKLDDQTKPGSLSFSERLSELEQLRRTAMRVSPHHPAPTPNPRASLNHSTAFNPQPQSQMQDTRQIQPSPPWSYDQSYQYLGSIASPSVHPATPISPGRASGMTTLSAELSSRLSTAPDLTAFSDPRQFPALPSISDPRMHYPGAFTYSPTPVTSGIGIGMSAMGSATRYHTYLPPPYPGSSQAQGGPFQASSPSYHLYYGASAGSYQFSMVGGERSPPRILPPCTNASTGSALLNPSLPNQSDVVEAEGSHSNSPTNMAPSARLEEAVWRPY
Target sequence (Q13951 whole entry, looked up): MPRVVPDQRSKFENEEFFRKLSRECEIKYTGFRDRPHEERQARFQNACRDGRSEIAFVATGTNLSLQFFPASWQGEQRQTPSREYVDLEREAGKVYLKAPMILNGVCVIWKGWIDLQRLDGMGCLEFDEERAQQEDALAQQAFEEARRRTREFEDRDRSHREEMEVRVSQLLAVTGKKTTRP
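Proteins preincubated together for 20 min at RT before compound addition; 15 min later, nickel and streptavidin beads were added and left 90 min prior to AlphaScreen measurement.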
HttQ103 aggreg: mutant huntingtin aggregation inhibition. 220,000 tested, 1.1% active. Potency, µM (highest dose often 46.1 µM), for inactives: at the top dose activity change, negative = inhibition, usual class: inhibitors. PC12 HttQ103-GFP aggregates, Acumen cytometry, 40 h; further: potency means the concentration at half of the fitted maximal effect; on the % scale 0 is the no-effect control and ±100 the full control effect; nearly all actives have a fitted effect of over 60% in size
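Quantitative HTS on tebufenozide-induced (100 nM) PC12 cells stably expressing polyQ103 Huntingtin exon 1–GFP. Reduction of bright GFP aggregates, detected by laser scanning cytometry after lysis, identified actives across the titration.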
Lamin A splicing: LMNA splicing modulation; AID 1487; HeLa LMNA splicing GFP/RFP minigene ratio, 48 h; Potency, µM (top dose mostly 46.1 µM), inactives show top-dose ratio change, negative = inhibition, usual class: inhibitors; 200,000 tested, 0.01% active; active means well fitted inhibition curve with a large enough effect in the signal ratio, with a control signal flat, not every such curve was filed as active; inconclusive means small, poorly fitted or top-dose-only effect, or effect the other way, or a change in a side signal; the % refers to the signal ratio; further: potency means the concentration at half of the fitted maximal effect; on the % scale 0 is the no-effect control and ±100 the full control effect
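S3 HeLa cells stably expressing lamin A-EGFP splicing minigene plus DsRed2, 600 cells/well, 48 h compound exposure at 37C. Laser-scanning cytometry; analysed as GFP (500-530 nm)/RFP (575-640 nm) total intensity ratio; 0.5% DMSO vehicle.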
GAA glycogen mod: alters human alpha-glucosidase cleavage of glycogen. P10253. recombinant GAA, glycogen substrate, Amplex Red glucose oxidase fluorescence. Potency, µM (top dose mostly 76.4 µM), for the others: at the top dose activity change, negative = inhibition, hits mostly inhibitors. 300,000 tested, 0.38% active. AID 2100;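 further: potency means the concentration at half of the fitted maximal effect; 0% = full enzyme reaction and -100% = no-enzyme basal signal; the screen sought inhibitors and activators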
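Natural-substrate format: glycogen cleavage by 4 nM human enzyme, glucose read by Amplex Red coupling (Ex 573, Em 610 nm). Normalized to enzyme and no-enzyme controls.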
aGlu spleen mod: inhibits or activates alpha-glucosidase in human spleen homogenate. P10253. human spleen homogenate, 4-MU-alpha-glucoside fluorescence. Potency, µM (top dose mostly 79.9 µM), without a hit: at the highest dose activity change, negative = inhibition, usual class: inhibitors. 240,000 tested, 0.006% active. AID 2112;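 further: potency means the concentration at half of the fitted maximal effect; 0% = enzyme with vehicle and -100% = no enzyme basal signal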
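AC50 values come from Hill-equation fits of concentration-response data, normalized to no-enzyme and full-activity controls. Enzyme source: 1 ug human spleen homogenate; 1 mM fluorogenic 4-MU glucoside, pH 5.0 citrate buffer, 37 C, 40 min.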
GAA inh: alpha-glucosidase (human) inhibition; 200,000 tested, 0.005% active; Potency, µM (doses to about 76.9 µM), for the others: at the highest dose activity change, negative = inhibition, hits mostly inhibitors; purified human GAA, 4-MU-alpha-glucoside fluorescence;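 further: potency means the concentration at half of the fitted maximal effect; plate controls were uninhibited enzyme wells for no effect and no-enzyme background for full effect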
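Human alpha-glucosidase, 4 nM, pre-mixed with test compounds before 400 uM 4-methylumbelliferyl substrate; 20 min room temperature at pH 5.0. Fluorescence read after pH 10 stop; AC50 values from Hill-equation fits.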
An asterisk follows results filed as active; ? = inconclusive; / = no result given; [ ] = remark or other dose. Unless noted, the call rests on the fitted dose curve; in most records, active means well fitted curve in the direction sought with a large enough effect; inconclusive means small, poorly fitted or top-dose-only effect, or another doubt; inactive means no such curve, though single readings can be large; an effect the other way counts as inactive or inconclusive.

[1] COc1cc(/C=N/N2CCN(C3c4ccccc4-c4ccccc43)CC2)cc(OC)c1O
[2] Cc1ccc(OCC(=O)Nc2cnn(CCCC(=O)O)c2)c([N+](=O)[O-])c1
[3] CCn1c(=N)n(CC(O)c2ccco2)c2ccccc21 (stereo not drawn)
[4] C=CCn1c(SCC(=O)Nc2ccccc2OC)nc(O)c(CC)c1=O
[5] CC(C)CC(=O)N/C(N)=N/c1nc2ccccc2s1
[6] Cc1ccc(C(=O)N/N=C/C=C/c2ccccc2)o1
[7] CC(=O)C1=C(C)NC(C)=C(C(C)=O)C1c1ccc(-c2ccccc2Cl)o1
[8] CCOc1cc(NC(=S)NCc2ccco2)c(OCC)cc1NC(=O)CC

Compound	1	2	3	4	5	6	7	8
HTT cytoprotect	38%[10 µM]	-14%	9%[1.9 µM]	-16%[10 µM]	-13%[10 µM]	-40%[inhibitor]	4%	4%[1.9 µM]
CBFb-RUNX1 inh	-20%	0%	-14%	4%	0%	-3%	1%	2%
HttQ103 aggreg	?	-4%	-2%	11%	?	5%	12%	-6%
Lamin A splicing	-14%	/	11%	3%	?	/	?	-13%
GAA glycogen mod	?	3%	-1%	0%	-10%	-1%	-15%	3%
aGlu spleen mod	1%	-5%	9%	1%	-4%	-3%	-9%	2%
GAA inh	-1%	-5%	-9%	5%	-12%	-3%	-1%	-16%

Arranged by molar mass (lowest first): part of the list above
[6] Cc1ccc(C(=O)N/N=C/C=C/c2ccccc2)o1
[5] CC(C)CC(=O)N/C(N)=N/c1nc2ccccc2s1
[2] Cc1ccc(OCC(=O)Nc2cnn(CCCC(=O)O)c2)c([N+](=O)[O-])c1
[4] C=CCn1c(SCC(=O)Nc2ccccc2OC)nc(O)c(CC)c1=O
[8] CCOc1cc(NC(=S)NCc2ccco2)c(OCC)cc1NC(=O)CC

Compound	6	5	2	4	8
HTT cytoprotect	-40%[inhibitor]	-13%[10 µM]	-14%	-16%[10 µM]	4%[1.9 µM]
CBFb-RUNX1 inh	-3%	0%	0%	4%	2%
HttQ103 aggreg	5%	?	-4%	11%	-6%
Lamin A splicing	/	?	/	3%	-13%
GAA glycogen mod	-1%	-10%	3%	0%	3%
aGlu spleen mod	-3%	-4%	-5%	1%	2%
GAA inh	-3%	-12%	-5%	5%	-16%

More compounds:
[9] CCOc1ccc(N2C(=O)CC(/C=C3/N(C)c4ccccc4C3(C)C)C2=O)cc1 (stereo not drawn)
[10] CC1(c2ccc(Cl)cc2)NC(=O)CS1 (stereo not drawn)
[11] CCOC(=O)N1CCN(C(=O)c2cccn3c(=O)c4sccc4nc23)CC1
[12] Cc1ccc(C)n1-c1ccc(C(=O)Nc2ccccc2F)cc1
[13] COc1ccc(C2CC(=O)C(C=NCCN3CCN(C(=S)Nc4ccccc4)CC3)=C(O)C2)cc1OC (stereo not drawn)
[14] Cc1ccc(CNC(=O)C(=O)NCC2OCCN2C(=O)c2ccc3c(c2)OCO3)cc1 (stereo not drawn)
[15] O=S(=O)(Nc1nc2ccccc2s1)c1ccc(Cl)nc1
[16] CC(=O)Nc1ccc(NC(=O)C(C)OC(=O)CCc2nc3ccccc3s2)cc1 (stereo not drawn)

Compound	9	10	11	12	13	14	15	16
HTT cytoprotect	6%	-8%[10 µM]	23%[1.9 µM]	-65%[inhibitor]	-25%	-13%	3%[10 µM]	-17%[10 µM]
CBFb-RUNX1 inh	-14%	-3%	12%	4%	4%	6%	7%	2%
HttQ103 aggreg	27%	-12%[9.22 µM]	14%	-3%	-12%	-13%	5%[9.22 µM]	4%
Lamin A splicing	3%	/	3%	/	/	3%[46 µM]	/	-13%[46 µM]
GAA glycogen mod	?	0%	-1%	7%	-6%	9%	2%	8%
aGlu spleen mod	-11%	-1%	5%	-1%	5%	-1%	3%	11%
GAA inh	?	13%	?	0%	2%	-1%	2%	2%

[17] COc1cccc(NC(=O)C(NCCC(C)C)c2ccccc2)c1 (stereo not drawn)
[18] COc1cc(C(c2c(C)[nH][nH]c2=O)c2c(C)[nH][nH]c2=O)ccc1OCc1ccc([N+](=O)[O-])cc1
[19] CCOC(=O)N1CCN(c2c(NCCOC)c(=O)c2=O)CC1
[20] O=C(COC(=O)c1ccccc1C(=O)c1ccc(Cl)cc1)NCCc1ccccc1
[21] COc1ccc(NC(=O)C23CCC(C)(C(=O)O2)C3(C)C)cc1 (stereo not drawn)
[22] O=C(c1ccco1)N1CCC(N2CCN(c3ccccc3)CC2)CC1
[23] CCOC(=O)c1sc(NC(=O)CCN2CCCCCC2)c(C(=O)OCC)c1C
[24] O=C1c2cccc(OCC(=O)N3CCCc4ccccc43)c2CCN1Cc1ccccc1

Compound	17	18	19	20	21	22	23	24
HTT cytoprotect	-17%	-32%	-1%	-4%[10 µM]	8%	31%[10 µM]	-59%[inhibitor]	-8%[10 µM]
CBFb-RUNX1 inh	4%	-17%	-3%	-3%	-2%	10%	1%	-9%
HttQ103 aggreg	5%[9.22 µM]	-17%	-5%	14%	-1%	-20%[9.22 µM]	31%	19%
Lamin A splicing	-4%	6%	6%	?	-9%	/	?	?
GAA glycogen mod	-3%	-29%	20%	-9%	3%	0%	2%	8%
aGlu spleen mod	-10%	-4%	2%	0%	-15%	6%	-1%	3%
GAA inh	-4%	-7%	0%	-5%	?	/	6%	7%

[25] O=C(/C=C/c1ccccc1[N+](=O)[O-])NCCCn1ccnc1
[26] CC(=O)c1ccc(NC(=O)C2C3C=CC(C3=C(c3ccccc3)c3ccccc3)C2C(=O)O)cc1 (stereo not drawn)
[27] CCN(CC)CCn1c(=N)n(CC(O)COc2ccccc2)c2ccccc21 (stereo not drawn)
[28] O=C(CSc1nnnn1C1CCCCC1)Nc1nc2c(s1)CCCC2
[29] COc1ccc(C(=O)CSc2nnc(-c3cc4ccccc4cc3O)n2Cc2ccco2)cc1
[30] COc1ccccc1C(=O)Nc1ccc(S(=O)(=O)N2CCCCC2c2cccnc2)cc1 (stereo not drawn)
[31] CCCN(CCC)C(=O)c1ccc2c(c1)N(Cc1ccccc1)C(=O)CS2=O (stereo not drawn)
[32] CC(=O)c1cc(-c2ccccc2)n(CC(=O)Nc2cc(C)cc(C)c2)c1C

Compound	25	26	27	28	29	30	31	32
HTT cytoprotect	-5%[10 µM]	-27%	-8%[10 µM]	-18%	21%[10 µM]	-11%[10 µM]	-12%	-10%[10 µM]
CBFb-RUNX1 inh	2%	-8%	0%	-1%	6%	-7%	0%	-6%
HttQ103 aggreg	1%[9.22 µM]	-9%	-6%[9.22 µM]	?	-8%[9.22 µM]	-1%[9.22 µM]	?	12%
Lamin A splicing	-9%[46 µM]	/	/	?	?	/	-6%	3%
GAA glycogen mod	7%	4%	-8%	-16%	-3%	-8%	2%	-3%
aGlu spleen mod	0%	3%	-6%	0%	4%	-4%	2%	-3%
GAA inh	-2%	3%	/	-10%	-2%	-14%[15.4 µM]	6%	-1%

[33] CC1CCCCN1S(=O)(=O)c1ccc(NC(=O)c2ccco2)cc1 (stereo not drawn)
[34] CCc1nc(SCC(=O)NNC(=O)C2CCCCC2)c2ccccc2n1
[35] Cc1nc(SCc2nc3ccccc3[nH]2)c2oc3ccccc3c2n1
[36] CC(C)c1ccc2nc(N)sc2c1
[37] O=C(NCc1ccco1)c1nnc(Cc2ccc(Cl)cc2)o1
[38] COCC(=O)NNC(=S)Nc1cccc(C)c1C
[39] Cc1ccc(-n2c(N)c(S(=O)(=O)c3ccccc3)c3nc4ccccc4nc32)cc1
[40] COc1ccc(NC(=O)CSc2nnnn2C)c([N+](=O)[O-])c1

Compound	33	34	35	36	37	38	39	40
HTT cytoprotect	1%	-26%	-23%[0.074 µM]	-115%[inhibitor]	-15%	-27%	17%	-12%
CBFb-RUNX1 inh	-2%	-2%	6%	1%	-5%	-6%	2%	-1%
HttQ103 aggreg	-5%[9.22 µM]	7%	?	-1%	10%	25%	3%	6%
Lamin A splicing	-3%	?	?	?	-2%	/	/	/
GAA glycogen mod	-6%	11%	-1%	-1%	1%	?	0%	7%
aGlu spleen mod	0%	-7%	3%	/	2%	5%	-2%	-1%
GAA inh	-3%	4%	-2%	-2%	0%	6%	?	0%

[41] CC(C)=CC(=O)Nc1ccc(OCc2ccccc2)cc1
[42] O=C(NN1C(=O)C2C(C1=O)C1C=CC2C12CC2)c1ccncc1 (stereo not drawn)
[43] Cc1nn(C)cc1S(=O)(=O)N1CCN(Cc2ccc(F)cc2Cl)CC1
[44] O=C(Nc1cccc(S(=O)(=O)N2CCOCC2)c1)C(c1ccccc1)N1CCCCC1 (stereo not drawn)
[45] CC(C)C[C@@H](CC(=O)N[C@H](CC(=O)N[C@@H]1CCNC[C@H]1C(=O)N[C@H](CC(=O)N[C@@H](CCC(=O)O)CC(=O)O)CC(C)C)C(C)C)NC(=O)[C@@H]1CCCC[C@H]1N
[46] CC1CC2(CCCC2)N(C(=O)c2ccccc2)Cc2ccccc21 (stereo not drawn)
[47] CC(=O)Nc1cc(-c2ccc(Cl)cc2)[nH]n1
[48] N#Cc1c(NC(=O)c2cnccn2)sc2c1CCCC2

Compound	41	42	43	44	45	46	47	48
HTT cytoprotect	-36%[10 µM]	-42%[inhibitor]	5%[10 µM]	-34%	-15%[1.9 µM]	31%[10 µM]	26%[10 µM]	/
CBFb-RUNX1 inh	-1%	-1%	0%	10%	6%	-25%	-1%	-5%
HttQ103 aggreg	31%	2%	2%[9.22 µM]	-13%	/	-6%	0%[9.22 µM]	-28%
Lamin A splicing	/	?	-4%[46 µM]	-13%[46 µM]	/	-13%	/	?
GAA glycogen mod	-1%	1%	2%	-1%	/	0%	-2%	-5%
aGlu spleen mod	1%	7%	-2%	-6%	3%	-3%	2%	-8%
GAA inh	3%	-3%	?	-13%	/	-3%	14%	-11%

[49] CCOC(=O)c1nnn(-c2nonc2N)c1CNc1ccc(C)c(Br)c1
[50] CC(=O)C1=C(C)NC(SCC(=O)Nc2nc3ccccc3s2)=C(C#N)C1c1ccc(Cl)cc1 (stereo not drawn)
[51] S=C(NCCSCc1ccc(Cl)cc1Cl)Nc1ccccc1
[52] CC(NC(=O)OC(C)(C)C)C(=O)Oc1ccc2ccc(=O)oc2c1 (stereo not drawn)

Compound	49	50	51	52
HTT cytoprotect	6%	1%[10 µM]	24%	7%
CBFb-RUNX1 inh	2%	-16%	2%	5%
HttQ103 aggreg	?	6%	?	-8%
Lamin A splicing	-1%	-8%	?	3%
GAA glycogen mod	-13%	-12%	-20%	1%
aGlu spleen mod	-3%	-10%	-2%	?
GAA inh	-5%	?	1%	?
